# LYP inh 2 = PTPN22 phosphatase inhibitors, primary screen, biochemical, DiFMUP fluorescence, 2 µM | inhibition, % at 2 µM | recombinant LYP catalytic domain | 96,000 compounds, 0.21% hits | Tyrosine-protein phosphatase non-receptor type 22 (Homo sapiens), Q9Y2R2;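 active = inhibition at 2 µM at or above a set limit, the screen mean plus 3 SD, cut at about 24% in these data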;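 also: 0% = DMSO with enzyme and 100% = enzyme fully blocked by orthovanadate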
# Target sequence (Q9Y2R2 whole entry, looked up, the tested form may be a part): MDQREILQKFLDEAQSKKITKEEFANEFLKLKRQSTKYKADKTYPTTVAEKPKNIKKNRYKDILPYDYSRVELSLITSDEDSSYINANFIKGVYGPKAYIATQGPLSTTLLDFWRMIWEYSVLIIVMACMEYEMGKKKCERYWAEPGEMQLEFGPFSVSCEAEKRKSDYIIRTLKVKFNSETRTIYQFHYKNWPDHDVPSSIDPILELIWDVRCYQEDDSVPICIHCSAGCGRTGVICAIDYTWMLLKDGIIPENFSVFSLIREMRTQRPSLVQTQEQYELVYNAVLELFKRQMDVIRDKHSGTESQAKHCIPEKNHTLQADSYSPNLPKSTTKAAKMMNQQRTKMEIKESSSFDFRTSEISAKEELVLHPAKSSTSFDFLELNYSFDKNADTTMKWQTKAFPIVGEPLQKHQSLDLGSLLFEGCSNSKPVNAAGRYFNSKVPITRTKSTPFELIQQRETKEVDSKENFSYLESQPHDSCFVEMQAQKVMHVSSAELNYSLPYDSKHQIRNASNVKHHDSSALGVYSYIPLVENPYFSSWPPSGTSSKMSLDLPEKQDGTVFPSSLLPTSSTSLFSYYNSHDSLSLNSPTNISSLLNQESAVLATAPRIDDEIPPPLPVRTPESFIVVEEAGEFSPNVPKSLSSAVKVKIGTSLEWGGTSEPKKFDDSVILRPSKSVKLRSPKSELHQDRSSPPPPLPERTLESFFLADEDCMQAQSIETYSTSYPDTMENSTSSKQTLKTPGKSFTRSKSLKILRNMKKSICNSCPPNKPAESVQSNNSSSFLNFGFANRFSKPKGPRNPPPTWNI
# ERa SRC1 inh = ERα–SRC-1 coactivator interaction inhibitors, primary screen, biochemical, TR-FRET, ERα LBD, estradiol-bound; TR-FRET ER-alpha LBD / SRC-1 peptide; inhibition, % at 25.6 µM; Estrogen receptor (Homo sapiens), P03372; 86,000 compounds, 1.7% hits; in the data active = inhibition above about 50%;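 also: 0% = receptor plus peptide control and 100% = peptide only without receptor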
# Pyk2 oligo antag = antagonists of Pyk2 self-association, primary screen, Q293 cells, FERM NanoBiT luminescence, HTS | 99,000 compounds, 0.83% hits | hits give low values | Protein-tyrosine kinase 2-beta (Homo sapiens), Q14289 | z-score (the deposit names both 25 µM and 10 µM);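 active = Z-score of -3 or lower, scaled per plate to the spread of control and sample wells; inactive = z-score above -3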;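 also: negative z-score means lost luminescence so less FERM oligomerization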
# TNFa cytotox = cytotoxicity in TNFa-stimulated HUVEC, primary screen, cytotoxicity control for VCAM1 expression modulator project, imaging, Hoechst nuclei count; AID 848, 2007; HUVEC TNFalpha-stimulated, Hoechst cell count; 93,000 compounds, 0.17% hits; cell count reduction, % at 2 µM;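 active = cell count reduction exceeding the screen mean by over 5 SD, scaled to untreated wells per plate, cut at about 78% in these data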;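 also: cells counted after 24 h of TNF alpha exposure following the 1 h pretreatment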
# VCAM1 TNFa inh = inhibitors of TNFa-induced VCAM1 expression, primary screen, imaging, HUVEC, TNFa stimulus, immunofluorescence. HUVEC TNFa-induced VCAM-1 immunofluorescence, high-content imaging. inhibition, % at 2 µM. 95,000 compounds, 0.48% hits;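 active = inhibition above the batch mean plus 3 SD, with images confirmed as a hit by eye, cut at about 37% in these data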;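 also: 0% = TNF-stimulated DMSO wells and 100% = unstimulated control wells; not every result past the cut was called active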
# IL1B cytotox = cytotoxicity in IL-1B stimulated HUVEC, primary screen, cytotoxicity control for IL-1B NFkB translocation project, imaging, Hoechst nuclear count, IL-1B stimulus | AID 845, 2007 | 94,000 compounds, 0.41% hits | HUVEC cell count loss | cell count reduction, % at 2 µM;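 active = cell count reduction more than 3 SD above the screen-wide mean, cut at about 70% in these data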;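 also: normalized per plate to untreated control cells as the no-loss baseline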
# F-actin modifier = modifiers of F-actin cytoskeleton organization, primary screen, imaging, HUVEC, phalloidin staining, high-content imaging; AID 836, 2007; HUVEC TNFa F-actin phalloidin imaging; inhibition, % at 2 µM; 91,000 compounds, 0.18% hits;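 active = inhibition above the batch mean plus 3 SD and confirmed as a hit by visual image inspection, cut at about 30% in these data, passing the limit was not always enough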; also: strong numbers were not always called active
# LYP act = LYP phosphatase activators, primary screen, biochemical, DiFMUP fluorescence, 2 µM; Tyrosine-protein phosphatase non-receptor type 22 (Homo sapiens), Q9Y2R2; recombinant LYP; 0 = plate median, 100 = signal doubled; activation, % at 2 µM; 96,000 compounds, 0.11% hits;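 active = activation at 2 µM above a set limit, the mean plus 5 SD, cut at about 37% in these data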
# FAK inh = FAK kinase inhibitors, primary screen, biochemical. biochemical FAK kinase activity assay. Focal adhesion kinase 1 (Homo sapiens), Q05397. inhibition, %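 (tested at 7 µM)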. 97,000 compounds, 0.84% hits; in the data active = inhibition above about 19%;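 also: 0% = DMSO and 100% = reference compound high control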
# Numbers without * were called inactive; nt = not tested or not shown; [ ] = remark or other dose. The list is partial, so the mix of outcomes need not match the whole.
No.	molecule	LYP inh 2	ERa SRC1 inh	Pyk2 oligo antag	TNFa cytotox	VCAM1 TNFa inh	IL1B cytotox	F-actin modifier	LYP act	FAK inh
1	CCCCn1c(N)c(C(=O)NCCN2CCOCC2)c2nc3ccccc3nc21	-6.9	-2.8	-1.81	-24.7	-10.2	8.9	-27.0	7.0	1.9
2	CCN(CC)CCCN=Cc1c(O)n(Cc2ccc(F)cc2)c(=O)[nH]c1=O	-3.5	10.5	0.72	5.4	-4.3	-13.3	-19.8	2.8	-9.0
3	C=CCOc1ccc(CC2C(=O)N(C)C(=O)N(C)C2=O)cc1	-0.5	57.4*	0.24	-15.6	-39.3	-49.1	-17.9	-4.0	6.8
4	C[n+]1ccc(-c2ccncc2)cc1	-8.3	-6.5[fluorescence artefact?]	1.27	3.3	-12.1	-53.9	-20.5	7.3	-6.8
5	CCCN1C2CCCC1CC(NC(C)=O)C2 (stereo unspecified)	-1.7	-2.6	0.32	nt	nt	4.4	12.1	0.6	0.2
6	Fc1cccc(CCNCc2ccccn2)c1	-6.7	nt	1.15	-3.7	16.1	-50.0	13.8	9.3	1.1
7	O=C1C2CCCN2C(c2cccnc2)N1c1ccc(Cl)cc1 (stereo unspecified)	-8.5	2.4	-1.06	-20.2	25.9	-11.0	12.4	6.0	4.4
8	CC(C)=CCC12CN3CCN(CC(C3)C1=O)C2	0.9	2.6	0.27	-8.1	8.7	7.6	0.0	-2.3	-0.2
9	C=C1N2CCC(CC2)C1(O)c1ccc(C)c(C)c1 (stereo unspecified)	-0.9	-3.3	-0.06	-5.5	-5.0	20.5	10.6	0.3	-1.0
10	COc1ccc(OC)c(CN2CCN(C(=O)COc3cccc(C)c3)CC2)c1	-3.3	3.4	1.17	0.0	5.5	-14.6	-51.0	2.2	2.2
11	O=C(CCCC1=NS(=O)(=O)c2ccccc2N1)N1CCC2(CC1)OCCO2	-7.0	-8.5	-0.21	0.0	16.2	-58.8	nt	5.7	5.0
12	COc1cccc(OC)c1C(=O)Nc1nc(N)n(-c2ccccc2)n1	-6.0	2.1	0.22	-16.3	-22.7	-17.8	0.3	8.5	-2.1
13	Cc1ccccc1-n1c(O)c(C=NCCN2CCOCC2)c(=O)[nH]c1=O	2.7	-3.8	0.38	-3.0	15.4	6.6	8.3	-0.7	0.3
14	CN1C(=O)C(Cc2ccsc2)C(=O)N(C)C1=O	3.8	-0.4	0.36	-14.7	1.2	4.7	-25.8	-3.8	-5.0
15	Cc1nc2c(-c3ccccc3)c(C)nn2c(C)c1CCC(=O)N1CCC2(CC1)OCCO2	-1.9	nt	1.3	16.4	1.9	-25.0	7.5	4.8	-2.6
16	Cc1ccc2c(c1)CC1(CN2C)C(=O)NC(=O)N(C(C)C)C1=O (stereo unspecified)	-2.8	-23.1	-0.41	-15.3	3.2	14.4	-4.8	3.2	-1.8

# A few values from the entries so far:
# Value of cpd 14 in TNFa cytotox: -14.7
# Value of cpd 12 in TNFa cytotox: -16.3

# More records follow:
No.	molecule	LYP inh 2	ERa SRC1 inh	Pyk2 oligo antag	TNFa cytotox	VCAM1 TNFa inh	IL1B cytotox	F-actin modifier	LYP act	FAK inh
17	COc1ccc(CCN(C)Cc2ccncc2)cc1OC	-0.4	-9.1	1.17	-11.4	7.1	-6.4	2.8	-1.3	-1.1
18	C=CCn1c(O)c(C(C)=NCCN2CCCCC2)c(=O)[nH]c1=O	5.6	-4.7	1.45	8.5	14.7	14.2	1.1	-4.7	-1.9
19	COc1cccc(N2C(=O)CC(=O)NC2=O)c1	-11.2	-1.0	1.59	0.0	6.8	-24.0	-16.0	8.4	0.7
20	COc1ccc(/C=C2/C(=O)NC(=O)N(C3CCCCC3)C2=O)cc1CSc1ccccn1	-0.5	22.6	nt	0.0	19.4	-2.0	12.4	2.2	-8.0
21	CCOC(=O)C1=C(C)N(C)C2(C)CC1c1ccccc1O2 (stereo unspecified)	4.5	-7.7	0.32	-19.0	7.4	1.0	-30.0	-5.4	0.2
22	COc1ccc(C(=O)CC2(CC(=O)c3ccc(OC)cc3)C(=O)N(C)C(=O)N(C)C2=O)cc1	-3.0	1.4	2.46	-23.3	-18.9	nt	-0.7	3.4	-0.3
23	CC1=C(C(=O)OC(C)C)[C@]2(C(=O)N(CC(N)=O)c3ccccc32)C(C#N)=C(N)O1	2.8	-20.9	-0.67	-7.6	-4.0	-29.7	-8.4	-6.8	-3.2
24	O=C(C1CCN(S(=O)(=O)N2CCOCC2)CC1)N1CCC2(CC1)OCCO2	6.6	-8.9	-0.95	-6.3	-4.0	0.4	16.1	-7.7	6.6
25	CCCC(=O)Nc1ccc(N2CCN(CC)CC2)c(Cl)c1	0.1	nt	-0.33	-31.3	-9.5	3.4	-5.5	-2.0	-5.7
26	Nc1c2c(nc3sc4c(c13)CCCC4)CCCCC2	4.6	nt	-1.19	4.0	-1.1	1.8	5.5	-0.8	8.5
27	CC1CN(CCc2ccccc2)CC(C)O1 (stereo unspecified)	-6.6	-2.0[fluorescence artefact?]	0.76	-9.8	-6.5	6.8	23.6	6.5	11.0
28	O=C(Nc1ccc2c(c1)OCO2)c1cn(Cc2ccc(F)cc2)nn1	2.6	4.3	0.68	nt	nt	25.1	6.1	-3.7	-4.8
29	O=c1[nH]c(=O)n(Cc2ccco2)c(O)c1C=NCc1ccc2c(c1)OCO2	-1.3	8.4	-0.44	9.3	9.5	21.6	-66.5	0.1	2.1
30	COc1cccc(CN2CCCCC2c2cccnc2)c1 (stereo unspecified)	-3.9	0.4	-0.07	-2.3	1.3	nt	3.9	0.4	0.9
31	CCOC(=O)c1c(-c2ccc(OC)cc2)oc2ccc(OC(=O)N(C)C)cc12	1.4	-8.0	-1.46	-5.7	17.9	19.9	-18.6	-2.9	3.8
32	c1ccc2c(CCNCc3ccc4c(c3)OCO4)c[nH]c2c1	-1.6	-7.5	0.69	-21.2	2.3	-25.1	7.4	0.2	1.6
33	CCCNS(=O)(=O)c1ccc(OCC(=O)N2CCN(C)CC2)cc1	0.9	-28.4	0.27	-7.8	-4.9	87.6*	-5.5	-3.9	-1.9
34	Cc1ccc(OCC(=O)N2CCN(C)CC2)c(Br)c1	-4.5	7.6	0.59	-2.4	16.2	-29.2	-38.1	3.3	1.1
35	O=C1c2ccccc2C(=O)N1Cc1nc2ccccc2c(=O)n1-c1cccnc1	3.9	-14.8	-0.16	-12.1	8.0	-4.2	-8.8	-4.2	0.2
36	CN(C)CC#CCOCCOCCC#N	-14.0	3.0[fluorescence artefact?]	0.1	-7.4	11.7	8.8	-27.5	17.3	-5.7
37	O=C(COc1ccc2ccccc2c1)N1CCN(CC2CC3C=CC2C3)CC1 (stereo unspecified)	0.3	4.0[fluorescence artefact?]	0.95	12.2	7.4	-9.0	19.3	3.9	1.3
38	CN1C(=O)C(=Cc2ccccc2Oc2ccc(Cl)cc2)C(=O)N(C)C1=O	-2.0	nt	-3.92*	-16.4	6.2	17.9	24.1	-0.4	0.1
39	COc1ccccc1-n1c(O)c(C=NCCCn2ccnc2)c(=O)[nH]c1=O	-5.1	-2.7	0.68	-30.6	8.1	-103.8	8.5	4.3	-5.0
40	CN(C)c1ccc(NC(=O)CN2C(=O)CN=C(c3ccccc3)c3cc(Cl)ccc32)cc1	-5.0	32.8[fluorescence artefact?]	nt	24.9	-2.8	3.6	-8.1	1.6	17.1
41	O=C1CSC2N1CCNC21CCCCC1 (stereo unspecified)	-8.0	5.7[fluorescence artefact?]	0.42	4.6	17.5	-33.3	-1.1	9.3	-2.5
42	CCCCn1c(O)c(C(C)=Nc2cccc(C(=O)O)c2)c(=O)[nH]c1=O	-1.3	-14.1	-0.56	nt	-10.6	-1.6	-34.9	-0.8	-8.2
43	Cc1ccccc1C(O)(Cc1ccccc1)C1CN2CCC1CC2 (stereo unspecified)	0.3	-5.8[fluorescence artefact?]	1.18	-18.8	2.7	-11.7	-42.3	1.8	-1.7
44	CC(=NCCN1CCCCC1)c1c(O)n(Cc2ccccc2)c(=O)[nH]c1=O	8.8	5.3[fluorescence artefact?]	0.27	7.9	-13.5	-96.0	-6.3	-9.7	-4.0
45	CC(=NCCCN1CCOCC1)c1c(O)[nH]c(=O)[nH]c1=O	-4.0	-19.1	1.48	-26.5	8.7	-3.1	-0.7	1.4	-0.1
46	CCOc1ccccc1-n1c(O)c(C=Nc2c(C)n(C)n(-c3ccccc3)c2=O)c(=O)[nH]c1=O	-9.9	-5.8	0.09	-10.9	8.5	-40.0	-7.5	7.1	-1.6
47	c1cncc(CNC2=NCCCCC2)c1	-2.6	-1.4	0.24	-10.8	-0.6	-29.8	5.7	0.8	0.8
48	CCOC(=O)c1c(N)n(CCN2CCOCC2)c2nc3ccccc3nc12	9.6	-1.4	-0.7	-25.9	-0.5	12.6	5.5	-7.4	-1.4
49	CCOC(=O)c1ccc(N2C(=O)CC(N3CC=C(c4ccc(F)cc4)CC3)C2=O)cc1 (stereo unspecified)	0.6	-12.2	-0.15	-17.2	4.5	-2.1	-5.8	-4.3	2.0
50	COc1ccc(CCn2c(O)c(C=NCc3cccnc3)c(=O)[nH]c2=O)cc1OC	-5.9	-4.1	-1.44	-36.9	-0.3	-16.5	13.6	9.2	-3.1
51	Nc1c(C(=O)NCCN2CCOCC2)c2nc3ccccc3nc2n1Cc1ccco1	-1.5	4.9[fluorescence artefact?]	-0.4	-26.6	3.3	3.8	7.2	0.9	6.4
52	CCn1c(C)c(C(=O)O)c2cc(OC)ccc21	2.2	-5.8	0.2	nt	nt	-6.7	nt	1.9	5.8
53	CNC(C(=O)c1ccccc1)C(OC)c1ccccc1 (stereo unspecified)	2.3	-5.6	-0.84	-19.2	4.4	-17.6	10.9	-3.2	-2.8
54	COCCCNC(=O)c1c(NC(=O)c2ccccc2Cl)n(Cc2ccccc2)c2nc3ccccc3nc12	3.3	21.3[fluorescence artefact?]	-1.56	1.0	11.9	-7.5	-0.7	0.2	-4.2
55	COc1cc(CN2CCN(c3cc(C)ccc3C)CC2)ccc1O	-10.7	1.4	1.06	-15.1	-1.0	2.8	4.7	6.9	-2.5
56	Cc1cc(C)cc(N2C(=O)NC(=O)/C(=C\c3cccn3-c3ccc(Cl)cc3)C2=O)c1	2.7	nt	-3.22*	6.7	-15.9	17.4	7.3	-0.6	-4.4
57	COc1cccc(Oc2c(C)oc3cc(OC(=O)N(C)C)ccc3c2=O)c1	-10.4	-4.2	-0.46	-10.5	-1.2	-3.4	-13.1	4.9	2.0
58	CCC1=C(C)C(N2CCOCC2)=NP(N2CCOCC2)(N2CCOCC2)=N1	-6.0	2.6	-0.14	-4.7	39.3	12.7	9.7	6.6	2.5
59	CCCCn1c(O)c(C(C)=NCCN2CCOCC2)c(=O)[nH]c1=O	-9.7	0.1	-0.49	-13.2	3.3	-98.3	-10.2	12.6	-0.8
60	CCOP(=O)(OCC)C(c1ccccc1)N(C)C=O (stereo unspecified)	-2.6	nt	0.85	-15.9	-9.8	1.0	2.0	6.4	0.8
61	COCCCn1c(N)c(C(=O)Nc2sc3c(c2C(=O)OC)CCCC3)c2nc3ccccc3nc21	-3.2	-7.1	-0.52	-28.0	9.5	8.9	16.2	-0.3	-4.7
